High-throughput results: PubChem, Sanford-Burnham Center for Chemical Genomics
H9c2 TAG inh: triacylglycerol accumulation inhibition; H9c2 cells, Nile Red lipid (TAG) fluorescence; cells loaded with 200 µM oleic acid; inhibition, % at 12.5 µM; actives 0.66% (n = 230,000); AID 651582;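 active = pattern-corrected inhibition of lipid staining of at least 50% with the nuclear-stain viability signal not falling by more than 50%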;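 also: 0% = DMSO wells and 100% = triacsin C control wells; some results filed as inactive read as strong as hits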
H9c2 TAG inh DAPI viability: recorded beside H9c2 TAG inh, whose call it bears; DAPI nuclei signal change (viability), lower = more cytotoxic, %;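 whole-well DAPI fluorescence read on a plate reader as a viability signal; minus 50 percent equals half of cells still viable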
* marks the source's active call; other numbers are inactive results. Not all compounds are listed, so the mix of outcomes need not match the whole.

cpd	Structure	H9c2 TAG inh	H9c2 TAG inh DAPI viability
1	CN(CCc1ccccn1)C(=O)c1cccnc1Oc1ccccc1	7	-9
2	COc1cc2ccccc2cc1C(=O)NC(=S)Nc1cccc(C(=O)O)c1C	5	-1
3	CC(=O)Nc1ccc(N/C=C/C(=O)c2ccc(Br)cc2)cc1	-6	2
4	NC(=O)c1ccc(NC(=O)c2cccc3c2OCCCO3)cc1	-4	6
5	O=C(C[C@H]1C[C@@H]2c3cc(NC(=O)c4cccnc4)ccc3O[C@@H]2[C@H](CO)O1)NCc1ccncc1	-16	2
6	CCOC(=O)c1c(NC(=O)COC(=O)c2nc(Cl)ccc2Cl)sc(C(=O)N(C)C)c1C	24	-14
7	CCOc1ccc2oc(C(=O)N(C)CC(=O)Nc3ccc(OCC)c(OCC)c3)c(C)c2c1	24	-8
8	CCOCCC(=O)Nc1ncc(S(=O)(=O)c2ccc([N+](=O)[O-])cc2)s1	1	-5
9	O=C(Nc1ccccc1)c1sc2cc(C(F)(F)F)cnc2c1-c1cccs1	41	-9
10	CCOC(=O)/C(C#N)=C/Nc1ccccc1NS(=O)(=O)c1ccc(C)c(C)c1	-5	6
11	Cc1ccc([N+](=O)[O-])c(OCCCN2CCC(Cc3ccccc3)CC2)c1	-3	16
12	CC(OC(=O)C1CC1)C(=O)Nc1cc(C(F)(F)F)ccc1Cl (configuration not stated)	-20	5
13	CCNc1nc(C)nc2c1cnn2C	-11	1
14	COc1ccc(C(=O)Nc2ccc(CN3CCOCC3)cc2)cc1Br	-2	0
15	Cc1cc(C)c(OCC(=O)OCC(=O)N2CCc3ccccc3C2)c(C)c1	0	6
16	Cc1ccc(CNC(=O)CN(C2CCCCC2)S(C)(=O)=O)cc1	-11	-13
17	CC1=CC(C)(C(Cl)Cl)C(C)=CC1=O (configuration not stated)	0	7
18	CC(C)(C)n1nnnc1C(c1cccc(C(F)(F)F)c1)N1CCC(O)CC1 (configuration not stated)	-13	-1
19	CCOC(=O)C1CCN(C(=O)c2ccccc2)C(CC)C1=O (configuration not stated)	-19	9
20	CC1CCN(C(=O)c2[nH]cnc2C(=O)Nc2ccc(Cl)cc2)CC1	-1	0

Quoted at random: two records from the list.
cpd	Structure	H9c2 TAG inh	H9c2 TAG inh DAPI viability
8	CCOCCC(=O)Nc1ncc(S(=O)(=O)c2ccc([N+](=O)[O-])cc2)s1	1	-5
19	CCOC(=O)C1CCN(C(=O)c2ccccc2)C(CC)C1=O (configuration not stated)	-19	9

Additional compounds
cpd	Structure	H9c2 TAG inh	H9c2 TAG inh DAPI viability
21	COc1cccc(N=C2SC(CC(=O)Nc3ccccc3)C(=O)N2Cc2ccccn2)c1 (configuration not stated)	-2	-1
22	CC1CN(C2=NC(=O)/C(=C3/C(=O)N(Cc4ccc(F)cc4)c4ccccc43)S2)CC(C)O1 (configuration not stated)	28	-9
23	CC(C)CNC(=O)C1Nc2ccc(C(F)(F)F)cc2C2C=CCC12 (configuration not stated)	11	-7
24	COc1ccc(C2=C/C(=C\c3ccc(OC(C)=O)cc3)C(=O)O2)cc1	18	-4
25	CC1CCc2c(sc(NC(=O)c3c([N+](=O)[O-])cnn3C)c2C(N)=O)C1 (configuration not stated)	7	-3
26	C=CCc1cc(OC)ccc1OCCOCCN1CCc2ccccc2C1	-21	27
27	CSCCC(NC(=O)c1ccccc1Br)C(=O)N1CCN(C(C)=O)CC1 (configuration not stated)	18	-6
28	O=C(COC(=O)c1cc(S(=O)(=O)N2CCCCC2)ccc1Cl)NC1CCS(=O)(=O)C1 (configuration not stated)	-5	0
29	Cc1ccc(S(=O)(=O)NC(=S)NC2CCCCC2)cc1	-15	1
30	Cc1ccc(N(Cc2ccc(C(=O)NC3CCCCC3)cc2)S(C)(=O)=O)cc1C	1	-23
31	CCOC(=O)C(c1ccccc1)C(Nc1ccc(F)cc1)c1ccccn1 (configuration not stated)	-14	0
32	O=C1CCN(Cc2ccccc2)S(=O)(=O)c2ccc(F)cc21	-3	1
33	C=CCOc1ccc(C2C(C#N)=C(N)N(Nc3ccccc3)C3=C2C(=O)CCC3)cc1OC (configuration not stated)	27	0
34	Cc1ccccc1CC1(CO)CCCN(C(=O)CCCN2CCCCC2=O)C1 (configuration not stated)	13	-5
35	CC(C)(O)C1CC[C@@](C)([C@@H]2CC[C@]3(C)[C@H]2[C@H](O)CC2[C@@]4(C)CCC(O)C(C)(C)C4C(OC4OC(CO)C(O)C(O)C4O[C@@H]4OCC(O)C(O)C4O)C[C@]23C)O1 (some centres not stated)	19	-1
36	COc1cc(/C=C(\C#N)C(=O)NC2CCCCC2)ccc1OCc1ccc(C(=O)O)cc1	4	0
37	O=c1[nH]c(CSc2nc3ccccc3o2)nc2c1cnn2-c1ccccc1	-10	1
38	COc1ccc(NC(=O)CN(C)Cc2c(F)cccc2Cl)cc1S(=O)(=O)N1CCCCC1	-8	-4
39	O=C(OCC(=O)c1ccc(Cl)s1)c1cncc(Br)c1	14	-3
40	CC(=O)NCc1ccc(C(=O)CN2C(=O)NC3(CCCCC3C)C2=O)s1 (configuration not stated)	-10	1

Full records as entered above.
Listed for Cc1ccc(N(Cc2ccc(C(=O)NC3CCCCC3)cc2)S(C)(=O)=O)cc1C = H9c2 TAG inh: 1; H9c2 TAG inh DAPI viability: -23
Listed for Cc1ccccc1CC1(CO)CCCN(C(=O)CCCN2CCCCC2=O)C1 (configuration not stated) = H9c2 TAG inh: 13; H9c2 TAG inh DAPI viability: -5

Later entries.
cpd	Structure	H9c2 TAG inh	H9c2 TAG inh DAPI viability
41	CCCCn1c(N)c(N(CCOC)C(=O)c2oc3ccc(Br)cc3c2C)c(=O)[nH]c1=O	8	-4
42	Cc1ccc(NC2CCCN(C(=O)CSc3ccncc3)C2)cc1C (configuration not stated)	-1	0
43	CN1C(=O)C(O)(CC(=O)c2cccs2)c2ccccc21 (configuration not stated)	12	-7
44	O=C(N/N=C/c1ccccc1Cl)C1CC1	5	-3
45	COc1ccc(NC(C)=O)cc1S(=O)(=O)NCCc1ccccn1	8	-10
46	COc1ccc(OC)c(S(=O)(=O)Nc2c(C)n(C)n(-c3ccccc3)c2=O)c1	4	5
47	O=C1[C@H]2[C@@H](c3ccc(F)cc3)N3C(=O)N(c4cccc(F)c4)C(=O)[C@@]3(Cc3ccc(Cl)cc3)[C@H]2C(=O)N1C1CCCCC1	27	-20
48	COCCn1c(SCc2nc3scc(-c4ccc(Cl)cc4)c3c(=O)[nH]2)nnc1-c1cccc(C)c1	-4	12
49	COc1ccc([C@@H]2C[C@H]3[C@@H](CN2S(=O)(=O)c2ccccc2)C(=O)C[C@@H](c2ccccc2F)N3S(=O)(=O)c2ccc(C)cc2)cc1	12	-5
50	O=c1[nH]c(=O)c2nnc(N/N=C/c3ccccc3F)nc2[nH]1	13	2
51	O=C(CCCN1C(=O)c2cccnc2C1=O)Nc1ccc(Br)cc1	10	-8
52	COc1nc(Nc2nc3ccccc3c(=O)[nH]2)nc2ccc(C)cc12	96	-75
53	O=C1N[C@@H](Cc2c[nH]c3ccccc23)COC(=O)[C@@H](Cc2ccc(F)cc2)C/C=C\C[C@H]1CC(=O)N(CCO)Cc1ccccc1	5	-11
54	CCN1CNC(=S)N(c2ccccc2C)C1	4	-3
55	O=C(NCCc1c[nH]c2ccccc12)C(F)(F)F	11	1
56	O=C(CS(=O)(=O)Cc1ccccc1)c1ccccc1	7	4
57	Cc1ccc(NCc2nnc(SC(C)C(=O)N/N=C/c3ccc(C)o3)n2-c2ccccc2)cc1 (configuration not stated)	0	3
58	Cc1cccc(CN2C[C@]34CC[C@@H](C[C@@H]3S2(=O)=O)O4)c1	-18	2
59	CC(=O)Nc1ccc(OCC(O)CN2CCCCC2C)cc1 (configuration not stated)	5	4
60	Cc1nn(Cc2ccc([N+](=O)[O-])cc2)c(=O)n1-c1cccc(F)c1	-3	-1
61	COC(=O)c1c(C)[nH]c(C)c1-c1ccccc1	1	-2
62	O=C(c1ccc(OC2CCN(CCc3ccccc3)CC2)cc1)N1CCC[C@H]1CO	-13	-3
63	Cc1ccccc1S(=O)(=O)Nc1nc2ccccc2nc1Cl	-1	-5
64	NS(=O)(=O)c1cccc(NC(=O)COC(=O)CSCc2ccccc2)c1	-10	6
65	CCOc1cc(NC(=O)C2CC2)c(OCC)cc1NC(=O)c1ccccn1	22	13
66	O=C(CN(Cc1cccs1)C(=O)CNS(=O)(=O)c1ccc(F)cc1)NCC1CCCO1 (configuration not stated)	-1	-2
67	COc1ccc(-c2cn(Cc3ccc([N+](=O)[O-])cc3)nn2)cc1	-18	-1
68	C=CCN1C2=NCCCN2c2ccccc21	6	-4
69	CC(=O)c1ccc(S(=O)(=O)NC2CC(=O)N(c3ccc(C)c(C)c3)C2)cc1 (configuration not stated)	-19	5
70	COc1ccc(-c2nnc(SCC(=O)c3[nH]c(C)c(C(C)=O)c3C)o2)cc1	3	-1
71	CCCCOCCCNC(=O)N[C@H](C(=O)OC)C(C)C	-10	-9
72	Cc1cc(C)c(C(=O)COC(=O)CCn2c(C)csc2=O)cc1C	-5	-8
73	COc1ccc(OC)c(NC(=O)C2CCC(CNc3c(N4CCC(C)CC4)c(=O)c3=O)CC2)c1 (configuration not stated)	19	5
74	Cc1cccnc1NC(=O)CNC(=O)C12CC3CC(CC(Cl)(C3)C1)C2	1	-4
75	Cc1noc(C)c1S(=O)(=O)N1CCC(C(=O)NCCC2=CCCCC2)CC1	12	-2
76	CCc1nnc(SCC(=O)N2CCCc3ccccc32)nc1CC	-8	-6
77	FC(F)(F)c1nc(-c2cccnc2)ncc1-c1nnnn1-c1ccccc1	-13	-3
78	O=C(c1ccc([N+](=O)[O-])cc1)N1CCc2ccccc21	2	4
79	O=C(NCCN1C(=O)S/C(=C\c2ccc(F)cc2)C1=O)c1cccc(S(=O)(=O)N2CCOCC2)c1	-8	2
80	CC[C@@H]1C=C(C(=O)O)[C@H](c2ccc(F)cc2)N1S(=O)(=O)c1ccc(C)cc1	0	-8

Some of these compounds in order of count of non-hydrogen atoms, lowest first:
cpd	Structure	H9c2 TAG inh	H9c2 TAG inh DAPI viability
71	CCCCOCCCNC(=O)N[C@H](C(=O)OC)C(C)C	-10	-9
74	Cc1cccnc1NC(=O)CNC(=O)C12CC3CC(CC(Cl)(C3)C1)C2	1	-4
70	COc1ccc(-c2nnc(SCC(=O)c3[nH]c(C)c(C(C)=O)c3C)o2)cc1	3	-1
73	COc1ccc(OC)c(NC(=O)C2CCC(CNc3c(N4CCC(C)CC4)c(=O)c3=O)CC2)c1 (configuration not stated)	19	5
79	O=C(NCCN1C(=O)S/C(=C\c2ccc(F)cc2)C1=O)c1cccc(S(=O)(=O)N2CCOCC2)c1	-8	2

Later entries.
cpd	Structure	H9c2 TAG inh	H9c2 TAG inh DAPI viability
81	CCCCN(CC)S(=O)(=O)c1ccc(C(=O)Nc2nnc(-c3ccccc3Cl)o2)cc1	-8	16
82	c1coc(Cn2nnnc2CN2CCN(C3CCCCC3)CC2)c1	-7	1
83	CC1(C)CC(=O)C=C(c2ccc(COC(=O)c3ccc(-c4ccccc4)cc3)cc2)C1=O	13	-5
84	CN(Cc1c(F)cccc1Cl)C(=O)c1cccc(S(=O)(=O)N2CCN(Cc3ccccc3)CC2)c1	-13	-1
85	Cc1cccc(NC(=O)CSc2nnc(C)c(=O)n2N)c1	24	-5
86	Clc1ccc(-c2csc(N3CCC(c4ccccc4)C3)n2)cc1 (configuration not stated)	-129	-17
87	O=C(O)c1cccnc1SCc1ccccc1Cl	17	-10
88	COc1cc(Cn2c3ccc(NC(=O)CC(C)c4ccccc4)cc3c(=O)n2C)ccc1F (configuration not stated)	4	7
89	O=C(NC1CCCC1)C(NS(=O)(=O)c1cccc2nsnc12)c1ccccc1 (configuration not stated)	12	-32
90	COc1cc(C(=O)OCC(=O)Nc2c(F)c(F)c(F)c(F)c2F)cc(OC)c1OC	-7	1
91	N#Cc1ccccc1S(=O)(=O)N1CCN(Cc2cccs2)CC1	15	1
92	CCOC(=O)c1sc(=NC(=O)/C=C/c2cccs2)n(C)c1C	0	6
93	CN(C)c1nnnn1-c1cccc(Oc2ncc(C(F)(F)F)cc2Cl)c1	15	-7
94	CC(C)n1c(=S)[nH]c2c1c(=O)[nH]c(=O)n2C	0	4
95	Cc1cc(C)cc(N(CC(=O)N2CCn3c2nc2ccccc23)S(=O)(=O)c2c(C)noc2C)c1	0	-2
96	CN(C(=O)CSc1nc2cc(Cl)ccc2c(=O)n1Cc1ccco1)C1CCS(=O)(=O)C1 (configuration not stated)	-9	2
97	O=C(COC(=O)c1ccc(OC(F)F)cc1)NC(=O)NC1CCCC1	-6	-1
98	CCn1c(O)c(C2=NCCCC2)c2ccccc21	13	-8
99	Cc1oc2c(c1C(=O)N1CCOCC1)C(=O)c1ccccc1C2=O	99	-64
100	CN1CCN(c2ccccc2NC(=O)c2ccc(N3CCCC3)c([N+](=O)[O-])c2)CC1	8	1
101	CCOC(=O)N1CCN(C(=O)COC(=O)C2CCN(S(=O)(=O)c3c(C)c(C)cc(C)c3C)CC2)CC1	16	-7
102	N#Cc1ccc(-c2ccc(OCC(O)Cn3nnc4ccccc43)cc2)cc1 (configuration not stated)	-3	-3
103	O=C(c1ccc(NS(=O)(=O)c2cccs2)cc1)N1CCOCC1	-1	-4
104	COc1cccc(C(=O)N=c2sc3c(C)ccc(OC)c3n2C)c1	10	14
105	CCn1c(=O)cc(N2CCOCC2)[nH]c1=O	-3	4
106	O=C(NC(NC(=S)Nc1ccccc1C(=O)O)C(Cl)(Cl)Cl)c1cccc([N+](=O)[O-])c1 (configuration not stated)	-6	3
107	O=[N+]([O-])c1ccc(CSc2ccc(S(=O)(=O)N3CCOCC3)cn2)cc1	-12	-2
108	COc1cccc(C(=O)Nc2ccc(NC(=O)C(C)(C)C)cn2)c1	15	15
109	COc1cc(C(=O)NCc2ncccc2C)ccc1OC1CCN(C(C)=O)CC1	-1	27
110	CCOC(=O)c1[nH]c(C)c(C)c1C	-6	3
111	Cc1ccc2nsnc2c1NC(=O)c1cncc(Br)c1	-6	-3
112	CCCc1c(C(=O)N/N=C/c2ccc(C)o2)nnn1-c1nonc1N	6	-2
